Screening results (PubChem)
KCNQ2 inh: KCNQ2 channel blockers in CHO-K1 cells – cell-based, FluxOR thallium flux, B-score, primary screen (AID 2156) | O88943 | B-score at 10 µM | 20 min; active compounds read low | actives 1.1% (n = 310,000);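 active = fluorescence ratio B-score at most minus 3 library SDs, with starting brightness B-score within 2 library SDs, cut at about -5.5 in these data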
STK33 inh: inhibitors of human STK33 kinase; purified STK33, MBP phosphorylation, ADP-Glo luminescence; inhibition, % at 10 µM; Q9BYT3; actives 0.073% (n = 320,000);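 active = inhibition at or above 25%, using the most active replicate where run in duplicate; inactive = inhibition below 25%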
Target sequence (Q9BYT3 whole entry, looked up): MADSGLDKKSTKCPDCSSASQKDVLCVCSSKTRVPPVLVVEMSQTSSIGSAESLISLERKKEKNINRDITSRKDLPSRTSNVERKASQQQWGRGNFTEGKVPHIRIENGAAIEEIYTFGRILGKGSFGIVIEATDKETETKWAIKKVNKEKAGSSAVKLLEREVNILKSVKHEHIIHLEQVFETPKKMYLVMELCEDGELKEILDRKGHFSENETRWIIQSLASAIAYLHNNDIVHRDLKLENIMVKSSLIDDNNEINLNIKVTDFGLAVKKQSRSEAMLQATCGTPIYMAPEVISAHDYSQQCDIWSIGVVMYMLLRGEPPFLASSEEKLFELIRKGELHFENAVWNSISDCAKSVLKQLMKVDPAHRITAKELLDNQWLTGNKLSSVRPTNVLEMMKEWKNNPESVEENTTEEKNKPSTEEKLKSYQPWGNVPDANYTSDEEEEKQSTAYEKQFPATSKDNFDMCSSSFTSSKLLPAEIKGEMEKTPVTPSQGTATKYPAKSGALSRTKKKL
Kir21 block: blocks the mouse Kir2.1 inward-rectifier potassium channel. P35561. HEK293-Kir2.1, FluxOR thallium flux fluorescence; active compounds read low. B-score at 10 µM. actives 0.85% (n = 310,000). AID 1672;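 active = fluorescence ratio B-score at or below minus 3 SD of library scores, with starting-brightness B-score within 2 SD, cut at about -4.2 in these data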;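 note: channel flux triggered by added potassium and thallium sulfate stimulus; B-score of peak minus minimum fluorescence over baseline after thallium stimulus; more negative B-score means stronger Kir2.1 block with less thallium influx; some compounds called inactive have numbers as strong as hits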
Target sequence (P35561 whole entry, looked up): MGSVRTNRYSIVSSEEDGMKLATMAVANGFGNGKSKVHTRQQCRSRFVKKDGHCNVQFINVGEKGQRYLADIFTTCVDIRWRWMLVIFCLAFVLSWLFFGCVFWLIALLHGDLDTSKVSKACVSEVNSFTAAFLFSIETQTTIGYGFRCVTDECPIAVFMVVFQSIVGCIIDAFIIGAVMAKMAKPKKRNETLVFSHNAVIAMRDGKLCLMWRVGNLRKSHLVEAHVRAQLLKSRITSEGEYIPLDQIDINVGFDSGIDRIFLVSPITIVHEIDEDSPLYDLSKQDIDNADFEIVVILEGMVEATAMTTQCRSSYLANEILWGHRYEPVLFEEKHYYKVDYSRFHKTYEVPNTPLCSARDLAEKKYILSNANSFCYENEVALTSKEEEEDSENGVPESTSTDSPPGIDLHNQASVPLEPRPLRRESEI
An asterisk follows results filed as active; & = joins results of further samples.

What do the screens show for `CCN(CC)S(=O)(=O)c1ccc2[nH]c(=O)cc(C(=O)Nc3ccc(C)c(S(=O)(=O)N(CC)CC)c3)c2c1`?
KCNQ2 inh: inactive; STK33 inh: -0.3; Kir21 block: 1.1

How did O=C(O)c1ccc(-c2ccco2)n1Cc1ccccc1 do in these assays?
KCNQ2 inh: inactive; STK33 inh: -1.1; Kir21 block: -0.5

What do the screens show for `Cc1cccc(NC(=O)c2ccccc2OCC(=O)c2ccc(F)cc2)c1`?
KCNQ2 inh: inactive; STK33 inh: -0.4; Kir21 block: 0.71

What do the screens show for `Nc1c(C=C2C=CC(=O)C=C2)c(=O)nc2sc(CC(=O)N3CCCC3)nn12`?
KCNQ2 inh: inactive; STK33 inh: -1.6; Kir21 block: -0.54

How did Cc1ccc(OCc2nnc(SCC(=O)CC(=O)Nc3ccccc3)o2)cc1 do in these assays?
KCNQ2 inh: inactive; STK33 inh: -2.8; Kir21 block: 1.8

Results for Cc1c(/C=N/n2cnnc2)c2ccccc2n1C ?
KCNQ2 inh: inactive; STK33 inh: -0.4; Kir21 block: -0.01

Results for C=CCNC(=S)N1CCN(c2ccc([N+](=O)[O-])cc2)CC1 ?
KCNQ2 inh: inactive; STK33 inh: -1.0; Kir21 block: -0.57

What do the screens show for `O=S(=O)(NCC1CC1)c1ccc(F)c(Cl)c1`?
KCNQ2 inh: inactive; STK33 inh: -0.2; Kir21 block: 0.62

What do the screens show for `Nc1ccc(C(=O)O)c(O)c1`?
KCNQ2 inh: inactive; STK33 inh: -0.3&-0.2&1.9; Kir21 block: -0.06&-0.37

Results for CCCCCCCCNC1=CC(=O)CC(C)(C)C1 ?
KCNQ2 inh: inactive; STK33 inh: -1.6; Kir21 block: -0.78

What do the screens show for `CCN(CC)S(=O)(=O)c1cccc(-c2n[nH]c(=S)n2C(C)COC)c1` (configuration not stated)?
KCNQ2 inh: inactive; STK33 inh: -0.7; Kir21 block: 1.1

Results for CC(=O)c1cccc(NC(=O)Cn2cnc(S(=O)(=O)N3CCCCC3)c2)c1 ?
KCNQ2 inh: inactive; STK33 inh: -1.9; Kir21 block: 0.18

Results for Cc1c(-n2cc(C(=O)O)c(=O)c3cc(F)c(N4CCCC(O)C4)c(F)c32)c(=O)n(-c2ccccc2)n1C (configuration not stated) ?
KCNQ2 inh: inactive; STK33 inh: -1.3; Kir21 block: 0.67

What do the screens show for `Cc1ccc(C=C2C(=O)c3ccccc3C2=O)o1`?
KCNQ2 inh: inactive; STK33 inh: 1.8; Kir21 block: 1.3

What do the screens show for `COc1ccc(CCNC(=O)[C@@H](NC(=O)N2CCn3c2nc2ccccc23)C(C)C)cc1OC`?
KCNQ2 inh: inactive; STK33 inh: 0.3; Kir21 block: -1.1

What do the screens show for `CCCCN1C(=O)C(=O)NC[C@@H]1CCCCN`?
KCNQ2 inh: inactive; STK33 inh: 0.1; Kir21 block: -0.18

How did CCSc1nc(O)cc(=O)n1-c1ccc(OC)cc1 do in these assays?
KCNQ2 inh: inactive; STK33 inh: -0.7; Kir21 block: 0.93

What do the screens show for `CC(=O)c1ccc(NC(=O)c2cc(=O)[nH]c3ccccc23)cc1`?
KCNQ2 inh: inactive; STK33 inh: -0.3; Kir21 block: 0.52

What do the screens show for `CCC(Sc1nc2c(c(=O)[nH]1)CCC2)C(=O)Nc1cccc(OC)c1` (configuration not stated)?
KCNQ2 inh: inactive; STK33 inh: -2.0; Kir21 block: 1.4

What do the screens show for `CC(C)C[C@@H](CO)N1CCN(CC(C)C)CCC1=O`?
KCNQ2 inh: inactive; STK33 inh: -0.6; Kir21 block: 2.1

Results for O=C(O)CCC(=O)N1N=C(c2ccc(Br)cc2)CC1c1cccs1 (configuration not stated) ?
KCNQ2 inh: inactive; STK33 inh: -0.1; Kir21 block: 0.53

What do the screens show for `CCc1ccccc1NC(=O)Nc1c(C)n(C)n(-c2ccccc2)c1=O`?
KCNQ2 inh: inactive; STK33 inh: -2.0; Kir21 block: -0.91

What do the screens show for `COc1ccc(CCn2c(NCc3ccco3)nc3c2c(=O)[nH]c(=O)n3C)cc1`?
KCNQ2 inh: inactive; STK33 inh: -0.4; Kir21 block: 0.2

How did CC(CC(=O)NCCc1ccc(F)cc1)c1ccccc1 (configuration not stated) do in these assays?
KCNQ2 inh: inactive; STK33 inh: -0.3; Kir21 block: -1.2

What do the screens show for `COc1ccccc1NC(=S)NNC(=O)c1ccc(O)cc1`?
KCNQ2 inh: inactive; STK33 inh: 0.0; Kir21 block: 0.48

What do the screens show for `Cc1ccc(C)c(N(CC(=O)NN=C2CCCCCCC2)S(C)(=O)=O)c1`?
KCNQ2 inh: inactive; STK33 inh: -3.2; Kir21 block: -0.52

What do the screens show for `COC(=O)NCc1ccc(CNC(=O)OC)cc1`?
KCNQ2 inh: inactive; STK33 inh: 0.7; Kir21 block: -1.2

How did CC(C)c1cc(C(=O)N/N=C/c2c[nH]c3ccccc23)n[nH]1 do in these assays?
KCNQ2 inh: inactive; STK33 inh: 6.2; Kir21 block: -0.35

How did O=C(CCn1c(=O)[nH]c2ccccc2c1=O)N1CCN(c2ccc(Cl)cc2)CC1 do in these assays?
KCNQ2 inh: inactive; STK33 inh: -0.6; Kir21 block: 1.4

Results for C#CCOCCOCCOCCNc1nc(N2CCN(C(=O)[C@H](CCC(=O)O)n3cc(C(N)Cc4ccc(O)cc4)nn3)CC2)nc(N2CCN(C(=O)[C@H](CCC(=O)O)n3cc(C(N)CC(C)C)nn3)CC2)n1 (some centres not stated) ?
KCNQ2 inh: inactive; STK33 inh: -0.8; Kir21 block: 0.65

In the list so far, 2 contain a Cl atom.
What do the screens show for `O=S(=O)(NCC1CC1)c1ccc(F)c(Cl)c1`?
KCNQ2 inh: inactive; STK33 inh: -0.2; Kir21 block: 0.62

How did O=C(CCn1c(=O)[nH]c2ccccc2c1=O)N1CCN(c2ccc(Cl)cc2)CC1 do in these assays?
KCNQ2 inh: inactive; STK33 inh: -0.6; Kir21 block: 1.4

Other entries.
What do the screens show for `O=C(O)CC1(CC(=O)Nc2ccc(C(F)(F)F)cc2)CCCC1`?
KCNQ2 inh: inactive; STK33 inh: -0.8; Kir21 block: 0.92

How did O=C(/C=C/c1ccc(OC(F)F)cc1)Nc1cccc(S(=O)(=O)NC2=NCCCCC2)c1 do in these assays?
KCNQ2 inh: inactive; STK33 inh: -1.5; Kir21 block: -0.67

How did Fc1ccc(Nc2nnc(C(F)(F)F)s2)cc1Cl do in these assays?
KCNQ2 inh: inactive; STK33 inh: 0.1; Kir21 block: 0.72

What do the screens show for `Cc1ccc(NC(=O)NNC(=O)c2snnc2C)cc1`?
KCNQ2 inh: inactive; STK33 inh: -2.0; Kir21 block: 0.1

Results for COc1ccc(-c2noc(CSc3nc(-c4ccccc4)cc(=O)[nH]3)n2)cc1OC ?
KCNQ2 inh: inactive; STK33 inh: -1.7; Kir21 block: -1.2

Results for O=C(COC(=O)C1CCN(S(=O)(=O)c2ccc(Cl)c(C(F)(F)F)c2)CC1)NCc1ccco1 ?
KCNQ2 inh: inactive; STK33 inh: -0.6; Kir21 block: 3.6

How did Cc1ccc(NC(=O)COC(=O)c2cccc3c2C(=O)c2ccccc2C3=O)c(C)c1 do in these assays?
KCNQ2 inh: inactive; STK33 inh: -1.3; Kir21 block: 0.02

What do the screens show for `NC(=O)COC(=O)c1cc(S(=O)(=O)N2CCN(c3ccccc3)CC2)ccc1Cl`?
KCNQ2 inh: inactive; STK33 inh: -1.0; Kir21 block: -2.2

Results for COc1ccccc1NC(=S)NCc1ccccn1 ?
KCNQ2 inh: inactive; STK33 inh: -4.7; Kir21 block: 0.43

What do the screens show for `CC1CCc2cc(F)ccc2N1C(=O)CCC(=O)O` (configuration not stated)?
KCNQ2 inh: inactive; STK33 inh: -0.6; Kir21 block: 0.02

How did COc1ccc2nccc(C(N)=O)c2c1 do in these assays?
KCNQ2 inh: inactive; STK33 inh: 1.1; Kir21 block: -0.13

Results for CC1CCN(C(=O)CCN2C(=O)C3C4C=CC(C4)C3C2=O)CC1 (configuration not stated) ?
KCNQ2 inh: inactive; STK33 inh: -2.4; Kir21 block: 0.31

Results for COc1ccc(CCNC(=O)C2CCCN(S(=O)(=O)c3cnc[nH]3)C2)cc1OC (configuration not stated) ?
KCNQ2 inh: inactive; STK33 inh: -0.3; Kir21 block: -0.5

What do the screens show for `COc1ccc(C(=O)NCc2oc(-c3ccccc3)cc2C(=O)O)cc1`?
KCNQ2 inh: inactive; STK33 inh: -0.4; Kir21 block: -0.01

Results for O=C(NCc1ccccn1)c1cccc(NS(=O)(=O)c2ccccc2F)c1 ?
KCNQ2 inh: inactive; STK33 inh: -0.7; Kir21 block: 1.1

How did COc1ccc(OCCCC(=O)NCC(C)C)cc1 do in these assays?
KCNQ2 inh: inactive; STK33 inh: 0.1; Kir21 block: -0.85

What do the screens show for `COc1ccc(OC)c(-n2c(-c3ccc(S(C)(=O)=O)cc3)cc(C=O)c2C)c1`?
KCNQ2 inh: inactive; STK33 inh: 0.7; Kir21 block: 1.4

Results for COCCNC(=S)NCc1cccs1 ?
KCNQ2 inh: inactive; STK33 inh: 0.3; Kir21 block: 0.16

What do the screens show for `N#Cc1ccc(-c2ccc(F)cc2)nc1Oc1ccccc1`?
KCNQ2 inh: inactive; STK33 inh: -0.8; Kir21 block: 0.71

How did N#Cc1ccc(OCC(=O)Nc2ccncc2)cc1 do in these assays?
KCNQ2 inh: inactive; STK33 inh: -0.3; Kir21 block: 1

Results for Cc1onc(-c2c(Cl)cccc2Cl)c1C(=O)N1CCN(Cc2ccccc2)CC1 ?
KCNQ2 inh: inactive; STK33 inh: -2.1; Kir21 block: -0.34

How did CCOC(=O)c1n[nH]n2c1nc(=O)c1ccccc12 do in these assays?
KCNQ2 inh: inactive; STK33 inh: -0.8; Kir21 block: 0.63

What do the screens show for `Cc1cccc(NC(=O)CS(=O)(=O)c2c[nH]c3ccccc23)c1C`?
KCNQ2 inh: inactive; STK33 inh: 0.1; Kir21 block: 0.68

Results for Clc1ccc(-c2nnc(-c3ccco3)o2)cc1 ?
KCNQ2 inh: inactive; STK33 inh: 2.2; Kir21 block: -2.7

What do the screens show for `O=C(NCc1ccc(-c2nc3ccccc3s2)cc1)c1ccco1`?
KCNQ2 inh: inactive; STK33 inh: -0.9; Kir21 block: 0.5

What do the screens show for `Cc1ccc(C)c(OCCC(=O)OCC(=O)NCCc2ccc(S(N)(=O)=O)cc2)c1`?
KCNQ2 inh: inactive; STK33 inh: -1.1; Kir21 block: -2.4

How did CCOc1ccc2[nH]c(=O)c(CN(CC3COCCO3)C(=O)c3ccc(C)cc3)cc2c1 (configuration not stated) do in these assays?
KCNQ2 inh: inactive; STK33 inh: -1.5; Kir21 block: -3.1

How did O=C(Nc1ccc(Sc2ccc(Br)cc2)cc1)c1ccco1 do in these assays?
KCNQ2 inh: inactive; STK33 inh: 0.8; Kir21 block: -2

What do the screens show for `COC(=O)COc1ccc2c(c1)O/C(=C\c1cccc([N+](=O)[O-])c1)C2=O`?
KCNQ2 inh: inactive; STK33 inh: 0.8; Kir21 block: -0.85

What do the screens show for `CCn1c(C(=O)N2CCCC(C(=O)O)C2)cc2sccc21` (configuration not stated)?
KCNQ2 inh: inactive; STK33 inh: 1.1; Kir21 block: -0.3

Reprinted at random: two records from the list
What do the screens show for `O=C(NCc1ccc(-c2nc3ccccc3s2)cc1)c1ccco1`?
KCNQ2 inh: inactive; STK33 inh: -0.9; Kir21 block: 0.5

Results for Cc1onc(-c2c(Cl)cccc2Cl)c1C(=O)N1CCN(Cc2ccccc2)CC1 ?
KCNQ2 inh: inactive; STK33 inh: -2.1; Kir21 block: -0.34

Next part:
Results for CSC1=C(C#N)C2(CCCC2)C(C#N)=C(N)N1 ?
KCNQ2 inh: inactive; STK33 inh: 0.5; Kir21 block: -2.2

Results for O=C1CN(C(=O)CSc2nncs2)c2ccccc2N1 ?
KCNQ2 inh: inactive; STK33 inh: -0.7; Kir21 block: 0.83

How did CN(c1ccc(OCC(=O)OCC(=O)Nc2ccccc2)cc1)S(=O)(=O)c1cccs1 do in these assays?
KCNQ2 inh: inactive; STK33 inh: -1.1; Kir21 block: -2.5

How did O=[N+]([O-])c1cccc(C(=Nc2ccc(Cl)cc2)NO)c1 do in these assays?
KCNQ2 inh: inactive; STK33 inh: 1.0; Kir21 block: 2

What do the screens show for `Cc1ccccc1S(=O)Cc1ccc(C(=O)NC2CC2)o1` (configuration not stated)?
KCNQ2 inh: inactive; STK33 inh: -2.4; Kir21 block: 0.61

What do the screens show for `O=C(CCCSc1nnc(-c2cccs2)n1CC1CCCO1)c1ccccc1` (configuration not stated)?
KCNQ2 inh: inactive; Kir21 block: -0.8

What do the screens show for `COc1ccccc1NC(=O)C1=C(C)NC(=O)NC1c1cccs1` (configuration not stated)?
KCNQ2 inh: inactive; STK33 inh: -0.4; Kir21 block: 1.5

How did COCCCn1cc(C(=O)c2ccccc2OCC(=O)Nc2cccc(F)c2)cc(C#N)c1=O do in these assays?
KCNQ2 inh: inactive; STK33 inh: -0.9; Kir21 block: -0.14

Results for CC(=O)c1cc(-c2ccccc2)n(CC(=O)Nc2cccc(C)c2)c1C ?
KCNQ2 inh: inactive; STK33 inh: 0.0; Kir21 block: 0.62

Results for C[C@H](NC(=O)N1CCn2c1nc1ccccc12)C(=O)NCC1CCCO1 (some centres not stated) ?
KCNQ2 inh: inactive; STK33 inh: -2.4; Kir21 block: 2

What do the screens show for `CCOC(=O)C1CN(S(=O)(=O)c2ccc(F)cc2)C1`?
KCNQ2 inh: inactive; STK33 inh: -2.5; Kir21 block: -2.3

How did CCC(=O)NC(c1ccco1)c1cc(Cl)c2cccnc2c1O (configuration not stated) do in these assays?
KCNQ2 inh: inactive; STK33 inh: 0.0; Kir21 block: -0.94
